Screening data: PubChem BioAssay, National Center for Advancing Translational Sciences (NCATS)
12-LOX inh – Primary qHTS assay for inhibitors of human arachidonate 12S-lipoxygenase (ALOX12): Round 2. Polyunsaturated fatty acid lipoxygenase ALOX12 (Homo sapiens), P18054. purified 12hLO, xylenol orange hydroperoxide absorbance. Potency, µM (titrated, usually from 108 µM), without a hit: top-dose activity change, negative = inhibition, most hits filed as inhibitors. 580,000 compounds, 1.1% hits; further: potency means the concentration at half of the fitted maximal effect; on the % scale 0 is the no-effect control and ±100 the full control effect
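Hydroperoxide product was detected by ferrous iron/xylenol orange as the 573 to 405 nm absorbance ratio. Arachidonic acid at 40 uM (final) was turned over for 30 min at room temperature by 150 nM human 12hLO, pH 7.0 Hepes buffer, after 15 min compound preincubation.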
RGS4 inh – Inhibitors of Regulator of G Protein Signaling (RGS) 4: qHTS. Potency, µM (doses to about 114 µM), for the others: at the top dose activity change, negative = inhibition, usual class: inhibitors. 390,000 compounds, 0.039% hits. Transcreener GDP fluorescence polarization, RGS4-accelerated GTP hydrolysis. Regulator of G-protein signaling 4 (Homo sapiens), P49798; further: potency means the concentration at half of the fitted maximal effect; on the % scale 0 is the no-effect control and ±100 the full control effect; nearly all actives have a fitted effect of over 75% in size; some results filed as inactive show a strong effect at the top dose
Target sequence (P49798 whole entry, looked up): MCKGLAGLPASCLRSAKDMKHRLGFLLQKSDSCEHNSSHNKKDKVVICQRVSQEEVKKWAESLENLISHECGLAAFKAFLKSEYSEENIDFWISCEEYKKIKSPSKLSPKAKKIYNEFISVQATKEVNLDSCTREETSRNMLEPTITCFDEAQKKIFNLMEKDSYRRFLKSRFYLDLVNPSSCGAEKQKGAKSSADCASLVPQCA
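MLSMR compounds (23 nl, pin-transferred) preincubated 10 min at room temperature with a 500nM (2x) first reagent, then RGS4 at 900nM (2x) plus Transcreener GDP mix added; fluorescence polarization (620/688 nm) read before and after 90 min at 30 °C.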
Vif-APOBEC3F blk – qHTS for Inhibitors of Vif-A3F Interactions: qHTS. HeLa A3F-eYFP + Vif (tagged APOBEC3F with the HIV-1 protein that degrades it), YFP fluorescence increase. Potency, µM (doses to about 46.1 µM), for inactives: at the highest dose activity, negative = active. 390,000 compounds, 0.2% hits; further: potency means the concentration at half of the fitted maximal effect; % of control where 0% means no effect; nearly all actives have a fitted effect of over 65% in size
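HeLa cells stably expressing Vif plus C-terminally eYFP-tagged A3F were seeded, incubated overnight at 37 deg C, dosed with compound, incubated overnight again at 37 deg C. Yellow fluorescence (Ex 488/Em 500-530) reported blocked Vif-mediated A3F-eYFP degradation.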
D2 ag – HTS Assay for Allosteric Agonists of the Human D2 Dopamine Receptor: Primary Screen for Agonists | AID 485358, 2010 | activation, % at 2 µM | HEK293 T-REx D2 cells, calcium flux agonist mode | 340,000 compounds, 0.53% hits;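 active means activation over 3 SD above normal in the single-dose calcium agonist read, cut at about 30% in these data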; further: 0% is about no effect
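Calcium-flux readout, 1 cycle/sec over 180 s following compound pin transfer, in inducible HEK293 Trex D2 cells (force-coupled); dopamine controls included. Positive calcium responses during this window marked compounds as potential agonists.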
Vif-A3G inh – qHTS for Inhibitors of Vif-A3G Interactions: qHTS; HeLa A3G-eYFP + Vif (tagged APOBEC3G with the HIV-1 protein that degrades it), YFP fluorescence, overnight; Potency, µM (highest dose often 46.1 µM), inactives show at the top dose activity, negative = active, actives largely listed as inhibitors; DNA dC->dU-editing enzyme APOBEC-3G (Homo sapiens), Q9HC16; 410,000 compounds, 0.076% hits;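 further: potency means the concentration at half of the fitted maximal effect; on the % scale 0 is the no-effect control and ±100 the full control effect; nearly all actives have a fitted effect of over 60% in size; hits raise eYFP signal because A3G escapes Vif-driven loss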
Target sequence (Q9HC16 whole entry, looked up): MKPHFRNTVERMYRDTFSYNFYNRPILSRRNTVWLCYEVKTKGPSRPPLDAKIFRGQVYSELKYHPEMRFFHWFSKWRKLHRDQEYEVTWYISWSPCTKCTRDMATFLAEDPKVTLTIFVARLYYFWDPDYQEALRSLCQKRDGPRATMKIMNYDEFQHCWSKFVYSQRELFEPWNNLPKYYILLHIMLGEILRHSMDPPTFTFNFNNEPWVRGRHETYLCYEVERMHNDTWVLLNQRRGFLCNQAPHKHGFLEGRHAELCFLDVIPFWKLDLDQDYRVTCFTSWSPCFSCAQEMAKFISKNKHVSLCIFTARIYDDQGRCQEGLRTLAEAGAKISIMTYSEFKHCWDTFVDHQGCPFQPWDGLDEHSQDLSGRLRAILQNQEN
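Read-out is eYFP fluorescence (Ex 488/Em 500-530) from Vif-expressing HeLa A3G-eYFP cells; more signal means A3G escaped Vif-mediated degradation. Cells plated overnight, compound pinned in, incubated overnight at 37 deg C.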
LDHA inh – qHTS assay for inhibitors of human lactate dehydrogenase; 480,000 compounds, 0.15% hits; purified LDHA, NADH/diaphorase-resazurin fluorescence; hits give low values; activity change, % (values are at about 110 or 230 µM); L-lactate dehydrogenase A chain (Homo sapiens), P00338; in the data active means activity change below about -30%; inconclusive means mostly about -25% to -30%;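 further: plate controls were DMSO wells for no effect and wells without enzyme for full effect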
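Human LDH5 at 2 nM final in Tris HCl pH 7.4 with 0.06 mM NADH and 0.2 mM pyruvate, reacted 5 minutes at room temperature. Remaining NADH coupled via diaphorase/resazurin; resorufin fluorescence read at 0 and 20 minutes, normalized to enzyme-free and DMSO wells.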
D2 antag – HTS Assay for Allosteric Antagonists of the Human D2 Dopamine Receptor: Primary Screen for Antagonists; HEK293 TREx D2 cells, calcium flux, dopamine EC80; D(2) dopamine receptor (Homo sapiens), P14416; 340,000 compounds, 2% hits; AID 485344, 2010; inhibition, % at 10 µM; in the data active means inhibition above about 30%; further: 0% is about no effect
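Read-out: kinetic calcium fluorescence (1 cycle/s) in inducible HEK293 T-REx D2 cells after an EC80 dopamine addition that followed 180 s compound preincubation. Loss of the dopamine response indicates antagonism.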
GRP78 ERSR act – qHTS for Inducers of the Endoplasmic Reticulum Stress Response (ERSR) in Human Glioma: qHTS; U87-MG GRP78 promoter luciferase reporter, 16 h; Potency, µM, without a hit: top-dose activation, actives largely listed as activators; 420,000 compounds, 0.02% hits; AID 602332, 2012; further: potency means the concentration at half of the fitted maximal effect; series mostly up to about 76 µM; % of control where 0% means no effect; nearly all actives have a fitted effect of over 35% in size
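Stably transfected U87-MG glioma cells carrying a GRP78-based luciferase sensor; 16 h compound incubation. Luminescence end-point read 10 min after Bright-Glo addition at room temperature.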
ERG-DNA inh – qHTS for Small Molecule Inhibitors of the ERG Ets/DNA interaction. fluorescence polarization, His-ERG Ets domain / labelled DNA. Potency, µM (doses to about 76.9 µM), for inactives: top-dose FP activity, negative = inhibition, hits mostly inhibitors. 370,000 compounds, 0.028% hits. AID 624246, 2012; active means well fitted inhibition curve with a large enough effect in the polarisation, with a control signal flat; inconclusive means small, poorly fitted or top-dose-only effect, or effect the other way, or a change in a side signal; inactive means no such curve, though single readings can be large or run the other way; the % refers to the polarisation;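 further: polarization taken with two DNA probes labelled with fluorescein and Texas red; potency means the concentration at half of the fitted maximal effect; % of control where 0% means no effect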
Target sequence (P11308 whole entry, looked up, the tested form may be a part): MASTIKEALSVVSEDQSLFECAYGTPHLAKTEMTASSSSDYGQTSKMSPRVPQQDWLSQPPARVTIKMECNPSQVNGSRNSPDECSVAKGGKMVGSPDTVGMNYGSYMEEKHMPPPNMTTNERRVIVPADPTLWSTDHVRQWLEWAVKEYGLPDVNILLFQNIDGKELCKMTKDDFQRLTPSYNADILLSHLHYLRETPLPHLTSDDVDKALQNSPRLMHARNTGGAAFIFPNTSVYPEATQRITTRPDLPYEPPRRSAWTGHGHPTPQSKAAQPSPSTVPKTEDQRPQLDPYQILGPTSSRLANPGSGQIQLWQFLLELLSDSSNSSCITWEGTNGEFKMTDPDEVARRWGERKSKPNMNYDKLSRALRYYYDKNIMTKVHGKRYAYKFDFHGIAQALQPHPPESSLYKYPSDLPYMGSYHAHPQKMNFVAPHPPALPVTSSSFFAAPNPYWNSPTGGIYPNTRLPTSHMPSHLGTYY
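His-tagged ERG Ets domain (1 uM in the protein solution; 300mM KCl, 50mM Tris-HCl, 1mM EDTA, 1mM DTT, pH 7.5) received compound, then a probe mix of 5 nM fluorescein-DNA and 100nM Texas-615-DNA. Fluorescence polarization was read for both dyes.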
Numbers without * were called inactive; ? = inconclusive; . = no result given; & = joins results of further samples; [ ] = dose if it differs, or a comment. Unless noted, the call rests on the fitted dose curve; in most records, active means well fitted curve in the direction sought with a large enough effect; inconclusive means small, poorly fitted or top-dose-only effect, or another doubt; inactive means no such curve, though single readings can be large; an effect the other way counts as inactive or inconclusive. Only part of the results is shown; the hit share may differ from the screen's.

Values in the order: Vif-APOBEC3F blk	D2 ag	Vif-A3G inh	LDHA inh	RGS4 inh	ERG-DNA inh	GRP78 ERSR act	D2 antag	12-LOX inh
1) CN(C(=O)c1ccc(NC(=O)Cc2cccc(NC(=O)C3CCCN(C(=O)C4CC4)C3)c2)cc1)C1CC1 (stereo not given)
 : 6%	.	2%	-11	-9%	-2%	1%	.	0%
2) Cc1ccc2c(c1)N(S(=O)(=O)c1ccc(CN3C(=O)c4cccnc4C3=O)cc1)CCO2
 : -3%	1.3	-8%	-1	10%	-5%	-2%	-7	-13%
3) CN1C/C(=N\S(=O)(=O)c2ccccc2)N(C)C1=O
 : 1%	1.4	-2%	-6	1%	8%	-4%	-4	-2%
4) Cc1ccc(-c2cc3nc(NCCOc4ccccc4Cl)n(C)c(=O)c3s2)cc1
 : .	.	-9%	-8	.	.	-1%	.	?
5) CCCCNS(=O)(=O)c1ccc2nc(-c3cccnc3)cc(C(=O)NC(C)C)c2c1
 : -7%&0%	-0.3	-1%&-2%	-1&-9&-12	3%&3%	-3%&10%	-3%&-1%	.	-6%
6) CCOC(=O)C(NC(=O)NCc1cccc(C(F)(F)F)c1)(OCC)C(F)(F)F (stereo not given)
 : -8%	0.3	-7%	-3	16%	-2%	-3%	-5	0%
7) NC(=O)C1CCN(C(=O)CCSc2ccccc2)CC1
 : .	0.2	-1%	-4	-19%	11%	-2%	12	27%
8) CCOC(=O)c1cncc(C#CCOC(=O)Nc2ccc(OC(F)(F)F)cc2)c1
 : -1%	11	0%	-6	19%	0%	-1%	6	82%[activator]
9) COCCCNC(=O)c1ccc2c(c1)NC(=O)C(C(C)C)N2 (stereo not given)
 : 3%	0.3	-2%	-4	6%	-3%	-3%	.	3%
10) Cc1cc(-c2ccccc2)nc(N(C)NC(=O)c2cccc(C(F)(F)F)c2)c1S(C)(=O)=O
 : -1%	-1.6	1%	-2	-37%[11.4 µM]	-21%	-9%	-10	0%
11) CC1(C(=O)NCCC#N)CCN1C(=O)C1(c2ccccc2)CCCC1 (stereo not given)
 : .	.	-5%	-4	.	.	1%	.	15%
12) COc1cccc(C(=O)OCCCOC(=O)c2cccc(OC)c2OC)c1OC
 : 0%	.	0%	-3	-2%	5%	-2%	.	80%[activator]
13) O=S1(=O)c2ccccc2C(CCO)N1Cc1ccccc1 (stereo not given)
 : 4%	-0.1	3%&3%	-9	-33%&15%	-7%	-3%&-2%	24	-7%
14) Cc1ccc2cc(C)c3nnc(SCC(=O)c4cccs4)n3c2c1C
 : 8%	1.2	-6%	-9	24%	2%	1%	0	-28%
15) CCc1nnc(NC(=O)c2ccncc2)s1
 : -1%	0.4	-1%	-2	3%	3%	3%	4	?
16) CC(=O)NCCNc1nc2cc(-c3cccc(C(F)(F)F)c3)sc2c(=O)n1C
 : .	.	1%	-14	.	.	-2%	.	-24%
17) O=C(N/N=C/c1ccc(O)cc1)c1csc2ccccc12
 : -7%	0.0	-10%	-2	-51%	2%	?	32*	-21%
18) CC(C)CCN(C(=O)CNC(=O)c1cccs1)C(C(=O)NC1CCCCC1)c1cccnc1 (stereo not given)
 : -1%	0.7	-1%	-9	-10%	-2%	-4%	-20	-15%
19) COc1ccc(Cn2cc(S(=O)(=O)c3ccc(Cl)cc3)c(=O)c3cc4c(cc32)OCO4)cc1
 : 2%	.	-2%	-8	12%	1%	-2%	.	1%
20) O=C(c1ccc(Br)o1)N(Cc1ccccc1)Cc1ccccc1
 : -5%	-0.3	-9%	-3	-15%	3%	-1%&-1%	-4	-6%

Quoted from the listing:
COCCCNC(=O)c1ccc2c(c1)NC(=O)C(C(C)C)N2 (stereo not given) in D2 ag has 0.3
O=C(N/N=C/c1ccc(O)cc1)c1csc2ccccc12 in D2 antag has 32*

(cont.)
Values in the order: Vif-APOBEC3F blk	D2 ag	Vif-A3G inh	LDHA inh	RGS4 inh	ERG-DNA inh	GRP78 ERSR act	D2 antag	12-LOX inh
21) COc1ccc(OCC(=O)Nc2cccc(S(=O)(=O)N(C)c3ccccc3)c2)c([N+](=O)[O-])c1
 : 1%	.	1%	0	-20%	-4%	-1%	.	366%[activator]
22) COc1ccc(S(=O)(=O)N2CCC(C(=O)NC(C)CCc3ccccc3)CC2)cc1 (stereo not given)
 : 4%	2.4	0%	-9	13%	4%	-2%	-19	-22%
23) NNC(=O)c1cc2c(N3CCC(Cc4ccccc4)CC3)ncnc2s1
 : ?	3.5	0%	-12	-2%	2%	-5%	2	-3%
24) CCCCC(=O)Oc1cc(C)[nH]c(=O)c1[N+](=O)[O-]
 : 0%	-1.7	0%	3	-8%	4%	-3%	-6	-14%
25) COc1cccc(CCNC(=O)c2cnc3sc(N4CCCCCC4)nn3c2=O)c1
 : 4%	-0.4	1%	-4	6%	-4%	0%	.	2%
26) COC(=O)c1ccc(NC(=O)CCn2cccc2)cc1
 : -9%	-0.4	0%	4	15%	-9%	1%	6	72%[activator]
27) O=C(Cn1nc(Cc2cccnc2)c2ccccc2c1=O)Nc1cccc(C(F)(F)F)c1
 : -13%	-0.6	0%	-6	32%	-1%	-2%	.	-12%
28) CCN(CC)c1ccc(NC(=O)c2ccccc2F)cc1
 : -3%	0.8	-20%	4	-8%	0%	-5%	17	?
29) CCN(CC)CCN(Cc1cc2cc3c(cc2[nH]c1=O)OCO3)C(=S)NCC1CCCO1 (stereo not given)
 : 1%	0.5	0%	-6	-9%	4%	-3%	4	4%
30) O=C(NCc1ccc(F)cc1)C1CCN(S(=O)(=O)c2ccc3c(c2)CCCN3C(=O)C2CCC2)CC1
 : -2%	1.0	-1%	-3	-8%	-2%	-3%	.	-27%
31) CN(CC(=O)Nc1ccc(F)cc1)C(=O)c1ccc2ccccc2n1
 : 6%	-0.3	0%	-6	-1%	3%	0%	11	-6%
32) S=c1[nH]nc(CCSCc2ccccc2)n1-c1ccccc1
 : -10%	-0.2	2%	-5	-37%	-1%	0%	1	?
33) CC(C)(C)c1cc(C(=O)N/N=C/c2ccncc2)n[nH]1
 : 2%	-0.3	3%	-2	-21%	7%	-3%	-5	-18%
34) CC(C)(C)n1c(O)c2ccc(C(=O)N=NC(=O)c3ccccc3)cc2c1O
 : -3%	0.6	-2%	-3	-23%	-4%	5%	.	-19%
35) O=C(c1cc(-c2ccc(Cl)cc2)on1)N1CCN(c2ccccc2)CC1
 : -7%	0.7	0%	-1	6%	-8%	4%	12	18%
36) NCCc1nnc(SCc2ccc(F)cc2)o1
 : 2%	0.3	-2%	2	-28%	-7%	-1%	19	0%
37) CC1CCN(C(=O)C2CCN(S(=O)(=O)c3cccnc3)CC2)CC1
 : 1%	0.1	0%	-7	1%	.	-1%	-12	5%
38) CC1(C)CC(NC(=O)C2CCCCC2)CC(C)(C)N1
 : 3%	0.0	1%	-15	11%	-2%	-4%	-7	4%
39) CCOc1ccc(/C=C2\SC(=S)N(C(C(=O)O)c3ccccc3)C2=O)cc1OC (stereo not given)
 : -5%	7.4	-11%	0	-48%	-4%	3%	6	16µM*
40) CC(/C=N/N1CCN(c2ccc(C)cc2)CC1)=C\c1ccccc1
 : -1%	0.7	2%	-1	-27%	0%	-2%	-2	0%

More structures.
Values in the order: Vif-APOBEC3F blk	D2 ag	Vif-A3G inh	LDHA inh	RGS4 inh	ERG-DNA inh	GRP78 ERSR act	D2 antag	12-LOX inh
41) COc1ccc(Cl)cc1/C=C/c1ccc2cccc(O)c2n1
 : -3%	.	0%	-2	0%	?	3%	.	0%
42) Cc1nc(-c2ccccc2)sc1C(=O)CSc1ccccc1
 : -3%	0.8	5%	-9	0%	4%	5%	-3	?
43) CSc1nc(C)c(C(=O)Nc2ccccc2)c(-c2ccco2)c1C#N
 : -9%	0.4	0%	-12	12%[56.9 µM]	16%	9%	-13	-18%
44) O=C(CSc1ccc(F)cc1)Nc1ccc(Br)cc1
 : -9%	0.2	-1%	-10	-6%	-6%	2%	8	-12%

Only GRP78 ERSR act, Vif-APOBEC3F blk and 12-LOX inh (two entries from above):
no. | molecule | GRP78 ERSR act | Vif-APOBEC3F blk | 12-LOX inh
41 | COc1ccc(Cl)cc1/C=C/c1ccc2cccc(O)c2n1 | 3% | -3% | 0%
42 | Cc1nc(-c2ccccc2)sc1C(=O)CSc1ccccc1 | 5% | -3% | ?
